# FBW7 act – human FBW7 E3 ligase activation, primary screen. actives 0.13% (n = 650,000). AID 1259310. Q969H0. normalized activity (activation), % at 26.1 µM. AlphaScreen FBW7–phospho-cyclin E peptide binding, activator screen; in the data active means normalized activity above about 1.9%;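 further: purified mutant Fbw7 with reduced substrate affinity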
# MITF primary – blocks human microphthalmia-associated transcription factor; O75030; AlphaScreen MITF homodimerization, bead proximity signal; inhibition, % at 2.6 µM; actives 0.91% (n = 650,000); AID 1259374; in the data active means inhibition above about 50%;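 further: 0% = vehicle wells with protein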
# Target sequence (O75030 whole entry, looked up): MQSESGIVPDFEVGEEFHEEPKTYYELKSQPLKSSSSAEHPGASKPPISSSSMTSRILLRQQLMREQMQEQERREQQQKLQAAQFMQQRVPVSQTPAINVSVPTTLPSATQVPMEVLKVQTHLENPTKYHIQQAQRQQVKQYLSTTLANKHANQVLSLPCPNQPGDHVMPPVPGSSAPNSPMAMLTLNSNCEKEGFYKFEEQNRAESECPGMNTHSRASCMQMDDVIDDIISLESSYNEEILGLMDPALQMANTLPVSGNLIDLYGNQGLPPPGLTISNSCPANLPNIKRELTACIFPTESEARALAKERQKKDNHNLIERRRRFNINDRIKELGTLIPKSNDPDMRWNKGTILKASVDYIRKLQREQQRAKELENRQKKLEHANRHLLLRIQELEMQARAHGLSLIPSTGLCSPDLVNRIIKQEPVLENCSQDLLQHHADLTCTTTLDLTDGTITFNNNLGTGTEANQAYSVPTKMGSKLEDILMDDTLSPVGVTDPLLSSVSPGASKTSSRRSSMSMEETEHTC
# TEAD-YAP inh – TEAD-YAP interaction inhibition; HEK-TIYL cells, TEAD-Gal4/YAP UAS-luciferase luminescence; inhibition, % at 9.12 µM; actives 1.4% (n = 640,000); AID 1259422; in the data active means inhibition above about 32%;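 further: 0% = median of test compound wells and 100% = reference inhibitor wells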
# GPR151 activ – activates the human receptor GPR151; Q8TDV0; PathHunter beta-arrestin GPR151 cells, luminescence; activation, % at 11.2 µM; actives 1% (n = 650,000); in the data active means activation above about 4.9%;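 further: 0% = median of compound wells and 100% = cells with positive control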
# Target sequence (Q8TDV0 whole entry, looked up): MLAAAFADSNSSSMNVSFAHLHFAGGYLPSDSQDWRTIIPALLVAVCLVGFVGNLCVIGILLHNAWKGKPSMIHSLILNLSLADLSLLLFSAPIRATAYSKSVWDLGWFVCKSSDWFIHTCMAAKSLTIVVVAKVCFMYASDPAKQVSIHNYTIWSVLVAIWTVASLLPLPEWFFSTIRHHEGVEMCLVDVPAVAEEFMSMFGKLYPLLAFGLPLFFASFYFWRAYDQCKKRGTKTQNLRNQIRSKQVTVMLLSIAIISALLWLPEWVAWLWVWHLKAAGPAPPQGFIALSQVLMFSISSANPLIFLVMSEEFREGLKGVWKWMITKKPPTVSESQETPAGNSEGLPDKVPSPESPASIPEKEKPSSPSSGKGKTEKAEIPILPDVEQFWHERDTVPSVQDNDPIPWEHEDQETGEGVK
# The depositor's hits bear a star. Not a hit list; overall some 3.4% were active at least once.
entry	SMILES	MITF primary	GPR151 activ	TEAD-YAP inh	FBW7 act
1	O=C(CN1CCN(C(=O)c2ccco2)CC1)N1CCOCC1	9	0.5	-5	0.0
2	COc1cc(SC)ccc1C(=O)N1CCc2ccccc21	5	-2.0	-2	0.5
3	CC1CC(C)CN(S(=O)(=O)c2ccc(F)c(C(=O)NCCc3ccccc3Cl)c2)C1 (stereo unspecified)	-4	1.1	5	-0.1
4	CCSc1nnc(NC(=O)c2ccccc2)s1	7	-5.7	-53	0.2
5	COc1ccc(NC(=O)c2cn(-c3ccccc3)nc2-c2cccnc2)cc1	11	-0.9	10	0.0
6	COc1cccc(CN2CCNC(=O)C2CC(=O)N(CCO)Cc2ccccc2)c1OC (stereo unspecified)	14	0.2	7	-0.1
7	COc1cccc(N2C(=O)NC(=O)/C(=C/c3sccc3C)C2=O)c1	8	0.3	2	-0.1
8	C=C[C@@H](C1=CC(=O)C(OC)=C(OC)C1=O)c1ccccc1	-4	-1.2	-8	0.0
9	CCOC(=O)n1c(SCC)nc2ccccc21	14	-0.6	0	-0.7
10	COc1ccc(C)cc1Nc1nnc(SC(C(C)=O)C(C)=O)s1	-4	2.0	4	0.1
11	O=C(NCC1Cc2cc(F)cc(-c3ccccn3)c2O1)c1ccccc1 (stereo unspecified)	8	2.6	3	0.0
12	Cc1ccc(-c2c[n+]3c(n2-c2ccc(C)cc2)CCCCC3)cc1	14	4.1	85*	0.3
13	O=[N+]([O-])c1cc(OCC(F)(F)C(F)F)cc(Oc2ccc3oc4ccccc4c3c2)c1	9	-0.9	10	0.0
14	C#CCOc1ccc(C2C3=C(CCCC3=O)NC3=C2C(=O)CCC3)cc1Br	-19	-2.4	8	0.2
15	O=C(O)CSc1nc2ccccc2n1CC(=O)N1CCOCC1	17	-0.6	12	0.1
16	CC(C)C(=O)N1CCCC(c2nc3c(nnn3Cc3cccc(Cl)c3)c(=O)[nH]2)C1 (stereo unspecified)	2	-0.1	4	-0.2
17	CCc1ccccc1NC(=O)C(CC)Sc1nc2ccsc2c(=O)n1NC(=O)COc1ccccc1Br (stereo unspecified)	-3	0.4	0	-0.1
18	Cc1cc(NCCN(C(C)C)C(C)C)nc(Nc2ccncn2)n1	-12	0.7	-3	0.0
19	Cc1ccc(S(=O)(=O)N2CCOCCN(S(=O)(=O)c3ccc(C)cc3)CCOCC2)cc1	-3	0.3	3	0.0
20	Cc1sc(NC(=O)c2cc3ccccc3c(=O)o2)c(C(N)=O)c1C	-11	-2.5	-59	-0.1
21	CC(=O)Nc1cccc(NC(=S)Nc2ccc(F)c(Cl)c2)c1	6	0.9	-10	0.1
22	O=C(Nc1cccc2ccccc12)c1cc2nc(-c3ccccc3)cc(-c3ccccc3)n2n1	19	-1.1	-1	0.0
23	N#CC1=C2SCN(c3ccc(F)cc3)CN2C(=O)CC1c1ccccc1[N+](=O)[O-] (stereo unspecified)	4	0.1	-11	-0.2
24	COc1ccc(-c2csc(Nc3ccc(N)cc3)n2)cc1	5	0.5	-13	-0.2
25	Cc1ccc(C(=O)C(C(c2cccs2)N2CCOCC2)N2CCOCC2)cc1 (stereo unspecified)	-16	2.3	0	0.0
26	CC(Cc1ccco1)NS(=O)(=O)CCc1ccccc1 (stereo unspecified)	8	0.8	4	0.1
27	Cc1ccc(/C=C2/SC(=S)N(NC(=O)c3ccccc3)C2=O)o1	14	-0.4	-3	-0.1
28	COc1ccccc1C(=O)OCCCN=C1NS(=O)(=O)c2ccccc21	22	0.6	0	0.0
29	CCSCCSc1nc(C)cc(C)n1	-2	0.3	2	-0.3
30	COc1ccc(OCc2nc3c4ccccc4nc(=S)n3[nH]2)cc1	10	-1.3	5	-0.2

# Reformatted with two lines to a compound: part of the list above.
# Results follow in this order: MITF primary	GPR151 activ	TEAD-YAP inh	FBW7 act
(6) COc1cccc(CN2CCNC(=O)C2CC(=O)N(CCO)Cc2ccccc2)c1OC (stereo unspecified)
 : 14	0.2	7	-0.1
(7) COc1cccc(N2C(=O)NC(=O)/C(=C/c3sccc3C)C2=O)c1
 : 8	0.3	2	-0.1
(8) C=C[C@@H](C1=CC(=O)C(OC)=C(OC)C1=O)c1ccccc1
 : -4	-1.2	-8	0.0

# New compounds follow
entry	SMILES	MITF primary	GPR151 activ	TEAD-YAP inh	FBW7 act
31	COc1cc(NS(=O)(=O)c2ccccc2[N+](=O)[O-])c(OC)cc1Cl	-7	-0.8	3	0.1
32	Cc1cc(C)c2[nH]c(=O)c(CN(Cc3ccccc3)C(=O)c3cnccn3)cc2c1	13	0.4	-11	0.0
33	CCC(Nc1ccccc1)C(=O)N/N=C/c1ccc([N+](=O)[O-])cc1 (stereo unspecified)	7	1.8	7	0.0
34	Cc1ccc(CC(C(=O)Nc2cccc(Cl)c2C)C(C)C(=O)O)cc1 (stereo unspecified)	-10	0.5	-5	0.2
35	O=S(=O)(c1ccc(F)cc1)N1CCNCC1	8	0.0	4	0.5
36	c1ccc2cc(OCCSc3nc4ccccc4s3)ccc2c1	14	1.0	3	0.1
37	CNS(=O)(=O)NC1CCCCC1	5	-0.2	-4	0.8
38	Cc1cccc(C)c1NC(=O)CN(c1c(C)cccc1C)S(C)(=O)=O	-8	3.3	-9	0.0
39	CCC(C)NC(=O)CSc1nc(NCCc2ccc(OC)c(OC)c2)c2ccccc2n1 (stereo unspecified)	-5	-0.6	-2	-0.1
40	COc1cc(C(=O)Nc2ccc(NC(=O)C3CCCCC3)nc2)cc(OC)c1OC	10	0.1	-6	0.0
41	CCN(CC(=O)NC(C)C)C(=O)[C@@H](NC(=O)c1ccco1)C(C)C	-10	1.6	9	-0.1
42	COc1ccc(NC(=O)CSc2nc3ccccc3o2)cc1S(N)(=O)=O	-4	0.5	-7	0.0
43	CCOc1ccc(N2C(=O)C3C(c4ccccc4)C=CC(c4ccccc4)C3C2=O)cc1 (stereo unspecified)	-2	-0.1	-13	-0.1
44	C=CCNC(=O)C1CC(c2ccccc2OC)=NO1 (stereo unspecified)	6	0.4	6	-0.1
45	CCOc1ccc(C(=O)Nc2ccc3oc(-c4ccccc4C)nc3c2)cc1	-1	0.3	7	-0.1
46	Cc1ccc(/C=C/C(=O)Nc2ccncc2)o1	14	-2.5	3	0.1
47	O=C(COc1cccc(NC(=O)c2ccccc2)c1)NCCOc1ccccc1	-2	0.2	-8	0.0
48	O=C(CN1C(=O)C2CCCN2c2ncc(Cl)cc21)Nc1ccc(F)cc1F (stereo unspecified)	4	2.6	3	0.2
49	COc1ccccc1CNC(=O)CCCc1ccccc1	-2	-1.1	-14	-0.1
50	CCCCC(=O)Nc1cc(NC(=O)CC)ccc1Cl	27	3.6	-4	0.1
51	CCO/C=N/c1c(C#N)c(CC#N)nn1-c1ccccc1	9	-0.2	-1	0.2
52	CCc1ccc(NC(=O)C(=O)NCC2CCCN2S(=O)(=O)c2ccc(C)cc2)cc1 (stereo unspecified)	-12	-0.5	15	-0.1
53	COc1cc(C(=O)NC(=S)Nc2cc([N+](=O)[O-])ccc2F)cc(OC)c1OC	5	1.0	3	0.2
54	Cc1cc(C)n(S(=O)(=O)c2ccc(F)cc2)n1	7	-0.6	4	0.1
55	COc1ccc(CN2CCc3c(nc(N4CCCC(C)C4)[nH]c3=O)C2)cc1Cn1cccn1 (stereo unspecified)	15	0.6	2	0.1
56	Cc1ccc(-c2csc(-c3cc4cc(Cl)cc(Cl)c4oc3=O)n2)c(C)c1	-2	2.3	6	-0.1
57	Cc1cccc(Cc2nnc(CCC(=O)NCC3C(=O)Nc4ccc(F)cc43)o2)c1 (stereo unspecified)	6	0.1	5	0.1
58	CC(=O)Nc1ccc(NC(=O)c2ccnc(-c3ccc(C(=O)NC4CC4)cc3)c2)cc1	7	-1.7	-2	0.6
59	Cc1c(C(=O)OCc2ccccc2)nnn1-c1nonc1N	2	0.8	-4	-0.1
60	CCOc1cc(N2CCOCC2)c(OCC)cc1NC1=NCCCCC1	19	-1.2	6	-0.1

# Additional structures:
entry	SMILES	MITF primary	GPR151 activ	TEAD-YAP inh	FBW7 act
61	CC(C)Oc1ccc(C(F)(F)F)cc1N	6	0.2	1	-0.1
62	Cc1c(C(=O)Nc2ccc([N+](=O)[O-])cc2Br)cccc1[N+](=O)[O-]	-15	2.5	7	-0.1
63	Cc1csc2n1c(C(=O)c1ccc(Cl)cc1)c(C)[n+]2-c1ccccc1	6	-1.3	0	0.1
64	O=C(NC(Nc1ccc(Br)cc1)C(=O)c1ccccc1)c1cccs1 (stereo unspecified)	3	-0.1	-5	-0.1
65	COc1ccc2c(c1)-c1nc(-n3ncc(C(=O)N4CCN(C(C)C)CC4)c3C)ncc1CC2	14	0.2	0	0.2
66	CCOc1ccc(-c2cn3c(CC(=O)Nc4ccccc4C)csc3n2)cc1	-2	0.7	-26	-0.1
67	COc1ccc2oc(=N)c(C(=O)Nc3ccc(Cl)cc3)cc2c1	3	1.2	6	0.2
68	Nc1nncn1C(=O)c1ccccc1I	2	2.6	-6	-0.4
69	CCc1ccccc1NC(=S)N1CCC(NC(=O)C2CC2)CC1	5	3.5	-9	0.0
70	O=C1CC(c2ccccc2)CC(O)=C1C=NC1CCCCC1 (stereo unspecified)	-4	2.7	-8	0.0
71	O=C(Nc1cccc(O)c1)c1nn2c(c1Cl)NC(c1cccs1)CC2C(F)(F)F (stereo unspecified)	0	1.8	-12	-0.1
72	CCN(CC)C(=O)/C(=C\c1ccccc1)NC(=O)c1ccc(Br)o1	13	2.0	10	0.3
73	Cc1cc(C)nc(NS(=O)(=O)c2ccc(CC(C)C)cc2)n1	2	0.5	5	0.1
74	O=C(CN1CCCC1)NN(Cc1ccccc1)c1ccccc1	25	0.1	-5	-0.1
75	CC(C(=O)N1CCC(O)(c2ccccn2)CC1)n1ncc2ccccc2c1=O (stereo unspecified)	5	-0.1	-1	0.0
76	O=C(NC(=S)NNC(=O)c1cccs1)c1cccnc1	-1	-1.0	-6	0.6
77	CCOC(=O)c1cccc(N2C(=O)C3C4c5ccccc5C(C(C)=O)(c5ccccc54)C3C2=O)c1 (stereo unspecified)	-4	-1.1	-10	0.2
78	O=C(O)c1cc(Nc2c([N+](=O)[O-])c(=O)oc3ccccc23)ccc1Cl	20	0.1	11	0.3
79	Cc1ccc(O)c(NC(=O)Cc2cccc3ccccc23)c1	9	1.2	-6	0.2
80	CC(C)(C)c1nnc(NC(=O)Cc2ccccc2)s1	16	-0.3	3	0.3
81	O=C(c1cccs1)N(c1ccccc1)C1C=CS(=O)(=O)C1 (stereo unspecified)	8	0.0	-7	0.9
82	CCN(CC)C(=S)Sc1ncnc2sc3c(c12)CCCC3	14	2.1	16	0.1
83	Cc1nn(C)c(C)c1-c1nc(NCCO)c2ncn(C(C)C)c2n1	18	0.5	6	0.4
84	O=C(CCC(=O)NCc1ccco1)NCCN1CCOCC1	-1	0.1	-22	0.1
85	CCN1Cc2cccc(C(=O)Nc3ccc(Br)cc3)c2C1=O	-4	1.9	-3	-0.1
86	O=C1c2cccc([N+](=O)[O-])c2C(=O)N1c1ccccc1Br	5	-0.3	2	0.1
87	Cc1nn(C)cc1CN1CCC(N2CCC(C(=O)NCCc3ccccc3)CC2)CC1	5	1.5	8	0.3
88	Cc1ccc(S(=O)(=O)OCCC#N)cc1	16	-1.2	-2	0.0
89	CCOC(=O)c1cnc2ccc(OCC)cc2c1N1CCN(c2cccc(Cl)c2)CC1	-1	-0.9	-4	0.0
90	CC1CC(C)CN(S(=O)(=O)c2ccc(F)c(C(=O)Nc3cccc(F)c3)c2)C1 (stereo unspecified)	-4	-1.5	-8	-0.4

# A few values from the results shown.
# FBW7 act result of O=C1c2cccc([N+](=O)[O-])c2C(=O)N1c1ccccc1Br stands at 0.1
# GPR151 activ result of O=C(CCC(=O)NCc1ccco1)NCCN1CCOCC1 stands at 0.1
# MITF primary result of O=C1CC(c2ccccc2)CC(O)=C1C=NC1CCCCC1 (stereo unspecified) stands at -4

# More results follow.
entry	SMILES	MITF primary	GPR151 activ	TEAD-YAP inh	FBW7 act
91	NC(=O)c1cnc(-c2ccccc2)s1	-1	-3.6	10	0.0
92	O=C(OCc1ccc(S(=O)(=O)N2CCOCC2)cc1)c1cc2ccccc2oc1=O	19	-2.2	-23	0.7
93	COc1ccc(CN2CCc3nnc(CCNC(=O)c4ccc(F)cc4)n3CC2)cc1C	1	-0.1	0	0.1
94	CC(C)C(NC(=O)/C(=C\c1ccc(Br)cc1)NC(=O)c1ccccc1)C(=O)O (stereo unspecified)	-1	1.0	2	-0.1
95	CC(=O)c1ccccc1-c1ccc2c(c1)CC(CNC(=O)c1ocnc1C)O2 (stereo unspecified)	19	0.2	-6	0.2
96	Cc1c(NC(=O)COc2ccc(Cl)cc2Br)c(=O)n(-c2ccccc2)n1C	3	0.7	10	0.0
97	CC1=C(C#N)C(c2cc(Cl)ccc2OC(F)F)C(C#N)=C(C)N1	-5	-0.8	44*	0.1
98	CCOC(=O)c1[nH]c2c([N+](=O)[O-])cc(OCC)cc2c1CCN1C(=O)c2ccccc2C1=O	3	1.7	5	0.0
99	COc1ccc(CCNC(=O)c2cccc3c2SCCC3=O)cc1OC	4	-1.4	7	-0.1
100	Cc1nc(CC(=O)N2CCC[C@@H]3CN(Cc4ccc(F)cc4)CC[C@H]32)n[nH]1	9	-0.5	8	0.0
101	CCn1c(SCC(=O)Nc2cc(C)ccc2OC)nc2c(-c3ccccc3)csc2c1=O	-4	-1.1	-2	0.1
102	Cc1cc(/C=N\NC(=O)c2ccccc2O)c(C)n1-c1ccncc1	-6	3.2	-26	-0.1

# 3 records drawn at random from those above, as already listed:
entry	SMILES	MITF primary	GPR151 activ	TEAD-YAP inh	FBW7 act
11	O=C(NCC1Cc2cc(F)cc(-c3ccccn3)c2O1)c1ccccc1 (stereo unspecified)	8	2.6	3	0.0
92	O=C(OCc1ccc(S(=O)(=O)N2CCOCC2)cc1)c1cc2ccccc2oc1=O	19	-2.2	-23	0.7
75	CC(C(=O)N1CCC(O)(c2ccccn2)CC1)n1ncc2ccccc2c1=O (stereo unspecified)	5	-0.1	-1	0.0

# Screening results from PubChem.
